Bioassay records as filed in PubChem BioAssay.
K1F lysis inhibition: protection from phage-mediated lysis, alamar blue read-out – E. coli UTI89, K1F phage, bacterial capsule biogenesis inhibitors (AID 488966). actives 0.02% (n = 340,000). E. coli UTI89 K1F phage lysis, alamar blue, 2 h; higher % means a stronger effect. inhibition, % at 100 µM; hits with a dose series show IC50 in µM;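 active means phage lysis inhibition, versus mean bacterial control, above a set limit; inconclusive means no clear call, values can overlap the other calls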;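 further: capsule biogenesis inhibitors block K1F phage lysis so surviving cells raise fluorescence; higher fluorescence means more inhibition of phage lysis; actives were called in the ten point dose series up to 300 µM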
West Nile virus CPE: West Nile virus antiviral activity, cell-based, CPE readout (AID 1621); West Nile virus-infected cells, CPE inhibition; higher % means a stronger effect; CPE inhibition, % at 10 µM; hits with a dose series show IC50 in µM; actives 0.02% (n = 290,000); in the data active means a potency from the dose series; inconclusive means CPE inhibition mostly from about 3.7% at the one dose, without a potency; inactive means the rest, 99 in 100 with CPE inhibition below about 2.2%; further: strong numbers were not always called active
RSV antiviral HEp-2: inhibition of RSV-induced cytopathic effect – HEp-2 cells, primary 10 µM value included (AID 2391); HEp-2 cells, RSV-induced CPE inhibition; higher % means a stronger effect; CPE inhibition, % at 10 µM; hits with a dose series show IC50 in µM; actives 0.13% (n = 310,000); in the data active means a potency from the dose series; inconclusive means CPE inhibition mostly from about 23% at the one dose, without a potency; inactive means the rest, 99 in 100 with CPE inhibition below about 21%; further: strong numbers were not always called active
Salmonella PhoP GFP: PhoP-dependent GFP reporter repression – Salmonella Typhimurium, primary screen (AID 1863) | S. Typhimurium PhoP-regulated promoter GFP reporter, 4 h; higher % means a stronger effect | inhibition, % at 50 µM, or IC50 in µM where a hit was titrated | actives 0.16% (n = 300,000);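 active means inhibition over 29.93%, a cutoff 3 SD above the screen mean, later confirmed by dose response; inconclusive means inhibition over 29.93% but no dose response follow-up; inactive means inhibition at most 29.93% or unconfirmed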;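 further: 0% = low Mg2+ inducing control and 100% = high Mg2+ repressing control; strong numbers were not always called active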
T cell HTS: modulates CD8 T cell binding to vesicles | 2C CD8+ T cell-vesicle binding, flow cytometry; hits give low values | calls only at 7 µM | actives 0.068% (n = 330,000) | AID 2052;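 active means response, share of CD8 T cells binding vesicles, and their 90th percentile fluorescence all below set limits, cut at about 80% in these data, passing the limit was not always enough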
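material = purified 2C TCR transgenic mouse naive CD8+ T cells | controls = Unloaded micro-vesicles (low), QL9 vesicles with 0.7% DMSO (high) | detection = cytometric PE anti-B7-1 and Alexa647 anti-CD8 signals after 1% paraformaldehyde fixation | incubation = binding step 1.5 h, 37 °C, antibody labelling 20 min, ice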
NTR1 agonist: agonists of NTR1, primary screen, imaging, U2OS cells, beta-arrestin-GFP, high content (AID 493036); P30989; NTR1-U2OS beta-arrestin-GFP spot imaging, agonist mode; activation, % at 20 µM; actives 0.17% (n = 330,000);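 active means activation at or above 40% of the spot to cytoplasm intensity ratio, with at least 20 cells analyzed; inconclusive means wells under 20 cells, flagged as cytotoxic or low count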;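 further: 0% = DMSO without peptide and 100% = 100 nM NTR1 peptide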
Target sequence (P30989 whole entry, looked up): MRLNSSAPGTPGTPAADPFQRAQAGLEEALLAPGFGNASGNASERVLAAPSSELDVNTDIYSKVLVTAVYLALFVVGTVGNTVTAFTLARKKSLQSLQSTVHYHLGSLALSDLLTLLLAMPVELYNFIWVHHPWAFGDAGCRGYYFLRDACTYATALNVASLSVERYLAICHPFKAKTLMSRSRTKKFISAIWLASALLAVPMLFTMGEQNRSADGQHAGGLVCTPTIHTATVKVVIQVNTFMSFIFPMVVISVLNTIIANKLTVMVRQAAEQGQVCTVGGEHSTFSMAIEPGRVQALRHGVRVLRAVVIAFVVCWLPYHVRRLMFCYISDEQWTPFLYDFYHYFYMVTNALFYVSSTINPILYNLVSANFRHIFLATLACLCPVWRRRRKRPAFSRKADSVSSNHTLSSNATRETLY
NS5 inhibitors: flavivirus cap methylation enzyme inhibition – biochemical, confirmation dose response, primary screen (AID 588689). Dengue-2 NS5 methyltransferase capping enzyme assay, biochemical; higher % means a stronger effect. one-dose inhibition, % at 25 µM; IC50 in µM for titrated hits. actives 0.3% (n = 340,000); in the data active means a potency from the dose series; inconclusive means inhibition above about 29% without an active follow-up result
Rac1 GTP hydrolysis: MgcRacGAP GTPase-activating activity inhibitors, confirmation, biochemical, ADP Hunter fluorescence. MgcRacGAP-stimulated Rac1 GTP hydrolysis, ADP Hunter fluorescence; higher % means a stronger effect; GST-tagged Rac1 F28L mutant substrate. inhibition, % at 30 µM; hits with a dose series show IC50 in µM. actives 0.6% (n = 340,000). AID 624330;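 active means first-screen hits whose inhibition reached a set limit at any dose in the follow-up dose series; inconclusive means inhibition above the set first-screen limit but never retested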;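 further: fluorescence reports GDP produced by GAP-driven GTP hydrolysis; strong numbers were not always called active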
SV40 large T antigen: TAg ATPase/helicase activity blockers – biochemical (AID 1903); SV40 large T antigen ATPase/helicase inhibition assay; higher % means a stronger effect; inhibition, % at 20 µM; hits with a dose series show IC50 in µM; actives 0.39% (n = 310,000); in the data active means a potency from the dose series; inconclusive means inhibition mostly from about 32% at the one dose, without a potency; inactive means the rest, 99 in 100 with inhibition below about 32%; further: strong numbers were not always called active
T cell HTS vesicle-bound %: second read-out of T cell HTS, no call of its own (marks repeat the call); double positive events, %; measured here: CD8+ vesicle-bound cell fraction;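 binding gate set so that unloaded-vesicle control wells show 10% double positive cells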
NTR1 agonist cell count 20 µM: further read-out of NTR1 agonist, marked with its call; cell count; measured here: cell count, cytotoxicity flag
NS5 inhibitors pilot replicate: recorded beside NS5 inhibitors, whose call it bears; inhibition, %; measured here: pilot screen replicate inhibition
* = called active by the depositor; i = inactive; ? = inconclusive; · = not tested or not shown; [ ] = another dose, or the depositor's remark. Compounds as they come, and some 1.5% of all compounds hit somewhere here.

SMILES | K1F lysis inhibition | West Nile virus CPE | RSV antiviral HEp-2 | Salmonella PhoP GFP | T cell HTS | T cell HTS vesicle-bound % | NTR1 agonist | NTR1 agonist cell count 20 µM | NS5 inhibitors | Rac1 GTP hydrolysis | SV40 large T antigen | others
Cc1ccc2nc(Br)c3c(c2c1)OC(CBr)C3 (centres undefined) | 0.3% | -0.6% | 8.2% | 2% | i | 64 | 5.3 | 61 | -6% | 15% | 12% | NS5 inhibitors pilot replicate=-4.9
COc1ccc(OC)c(NC(=O)CSc2nnc(NC(=O)c3ccco3)s2)c1 | 0.3% | 0.5% | 2.1% | 9% | i | 34 | 1.2 | 58 | -6% | -5% | 3%
CCOC(=O)CN(C(=O)CNC(=O)c1cccs1)C(C(=O)NC1CCCC1)c1ccncc1 (centres undefined) | 0.9% | 0.0% | 1.4% | 4% | i | 42 | 1.6 | 31 | -13% | 0% | 7%
CCOc1ccc(S(=O)(=O)/N=C(\N)c2ccccc2)cc1 | -1.2%[50 µM] | -0.8% | 13% | -8% | i | 54 | 1.9 | 67 | -6% | -8% | 1%
O=C(Nc1ccncc1)c1ccc2ccccc2c1 | 0.2% | -0.7% | ? | 0% | i | 31 | 1.4 | 66 | 0% | 7% | 3%
CCCOc1ccc(Cc2nn[nH]n2)cc1 | 1.2% | -0.1% | -0.3% | -17% | i | 50 | 0.7 | 59 | -2% | 2% | 3%
CCN(Cc1ccccc1)C(=O)c1cc2cc(OC)c(OC)cc2[nH]1 | -0.2% | -0.6% | 1.6% | -3% | i | 44 | 0.3 | 77 | -8% | · | 25%
Cc1ccsc1C(=O)OCc1csc(-c2ccccc2)n1 | 0.1% | -0.2% | 4.5% | -3% | i | 4 | 0.9 | 49 | -2% | 9% | 6%
Cc1ccc(/C=N/NC(=O)c2ccc(C(=O)N/N=C/c3ccc(C)s3)o2)s1 | 0.2% | -0.5% | 2.9% | 3% | i | 46 | 1.9 | 71 | 0% | 4% | 12%
CS(=O)(=O)N(CC(=O)NC1CCCC1)C1CCCCC1 | 0.2% | -0.4% | 2.2% | -10% | i | 20 | 0.2 | 48 | -10% | 8% | 5%
CC(=O)Oc1ccc(C(=O)Nc2nccs2)cc1 | 5.3% | 0.5% | 0.5% | 5% | i | 35 | -0.4 | 94 | -6% | -18% | 5%
Cc1cccc[n+]1CC(=O)c1ccc2c(c1)OCCO2 | 0.1% | 2.0% | 0.5% | -4% | i | 48 | -0.1 | 86 | -7% | 11% | 3%
C(=N\N1CCN(C2c3ccccc3-c3ccccc32)CC1)/c1ccccn1 | 0.4% | -0.5% | 7.2% | 15% | i | 31 | 12 | 52 | -3% | 14% | 0%
NCCCCCNC(=O)/C=N\O | 0.4% | -0.1% | 0.7% | -14% | i | 16 | -1.1 | 99 | 0% | 4% | 2%
COCCn1cnnc1SCC(=O)Nc1sc2c(c1C#N)CCC2 | 0.3%[50 µM] | · | · | · | i | 46 | 1.4 | 46 | -6% | 15% | ·
CC(C)(C)c1ccc(-c2csc(NC(=O)CN3C(=O)NC4(CCCCC4)C3=O)n2)cc1 | 1.2% | -0.3% | 1.0% | 9% | i | 36 | 1.1 | 57 | -1% | 13% | 0%
Cc1ccc(OCC(=O)Nc2ccc(Cl)cc2)c([N+](=O)[O-])n1 | 0.5%[50 µM] | · | 2.0% | · | i | 33 | 0.6 | 54 | -7% | 2% | ·
Cc1ccc(NC(=O)c2nc3nccc(C)n3n2)cc1S(=O)(=O)N1CCCCC1 | 0.2%[50 µM] | · | · | · | i | 11 | 3.0 | 53 | 0% | 3% | ·
O=C(Cn1c(CO)nc2ccccc21)Nc1ccc2c(c1)OCCCO2 | 1.4%[50 µM] | · | 1.1% | · | i | 58 | -0.1 | 55 | -1% | 2% | ·
C=C(C)CSc1nc2c(cc1C#N)CCC2 | 0.0% | 0.9% | 2.7% | 0% | i | 33 | 0.4 | 82 | 1% | 5% | 7%
NNC(=O)c1sc2cc(C(F)(F)F)cnc2c1-c1cccnc1 | -2.3% | -0.3% | -1.4% | -3% | i | 48 | 1.6 | 56 | 0% | 0% | 13%
COc1cccc(CC2(CO)CCCN(Cc3cn[nH]c3-c3cc(C)ccc3C)C2)c1 (centres undefined) | -0.2% | -1.2% | -0.6% | -5% | i | 37 | -0.2 | 37 | -5% | 7% | 18%
COCCN(C(=O)COC(=O)c1cnc(C)cn1)c1c(N)n(Cc2ccccc2)c(=O)[nH]c1=O | 0.6%[50 µM] | · | 1.5% | -5% | i | 53 | 0.2 | 58 | -1% | 4% | 6%
CCOC(=O)c1[nH]c2c(c1C)C(=O)CC(c1ccc(OCC)c(OC)c1)C2 (centres undefined) | 0.1% | 0.0% | 1.5% | -11% | i | 10 | 0.5 | 64 | 1% | 9% | 14%
COCCCNC(=O)C(=O)N/N=C/c1cc2c(cc1Br)OCO2 | 0.3% | 0.0% | 0.2% | 0% | i | 20 | -0.3 | 59 | -6% | 6% | 7%

Three compounds from above, ordered by heavy-atom count, low to high:
SMILES | K1F lysis inhibition | West Nile virus CPE | RSV antiviral HEp-2 | Salmonella PhoP GFP | T cell HTS | T cell HTS vesicle-bound % | NTR1 agonist | NTR1 agonist cell count 20 µM | NS5 inhibitors | Rac1 GTP hydrolysis | SV40 large T antigen | others
O=C(Nc1ccncc1)c1ccc2ccccc2c1 | 0.2% | -0.7% | ? | 0% | i | 31 | 1.4 | 66 | 0% | 7% | 3%
CCOC(=O)c1[nH]c2c(c1C)C(=O)CC(c1ccc(OCC)c(OC)c1)C2 (centres undefined) | 0.1% | 0.0% | 1.5% | -11% | i | 10 | 0.5 | 64 | 1% | 9% | 14%
CCOC(=O)CN(C(=O)CNC(=O)c1cccs1)C(C(=O)NC1CCCC1)c1ccncc1 (centres undefined) | 0.9% | 0.0% | 1.4% | 4% | i | 42 | 1.6 | 31 | -13% | 0% | 7%

(next part)
SMILES | K1F lysis inhibition | West Nile virus CPE | RSV antiviral HEp-2 | Salmonella PhoP GFP | T cell HTS | T cell HTS vesicle-bound % | NTR1 agonist | NTR1 agonist cell count 20 µM | NS5 inhibitors | Rac1 GTP hydrolysis | SV40 large T antigen | others
CCC(=O)c1ccc(OCC(=O)OC(C)C(=O)NCc2ccc3c(c2)OCO3)cc1 (centres undefined) | -1.5% | · | -2.2% | -1% | i | 54 | -1.4 | 55 | -1% | 6% | 2%
Cc1c(CCOC(=O)c2ccccc2)sc[n+]1Cc1ccccc1 | -0.3% | 0.1% | -0.3% | 5% | i | 26 | -0.6 | 65 | 6% | -5% | -3%
Cc1nc2ccccc2c(=O)n1CCN1CCOCC1 | 4.6% | -0.3% | 0.4% | 8% | i | 41 | -0.4 | 49 | -5% | 0% | 5%
BrC(/C=N/Nc1nc(N2CCOCC2)nc(N2CCOCC2)n1)=C/c1ccccc1 | -1.1% | 0.2% | 3.3% | 15% | i | 22 | -0.3 | 44 | -5% | -2% | 18%
Cc1ccccc1N1CCN(C2CCCN(C(=O)c3ccsc3)C2)CC1 (centres undefined) | 0.0% | -1.0% | 0.2% | -1% | i | 64 | 0.7 | 45 | 1% | 6% | 12%
O=C(O)c1cccc(NC(CNS(=O)(=O)c2ccc(Cl)cc2)c2ccccc2)c1 (centres undefined) | -1.2% | 0.2% | 1.8% | -1% | i | 18 | 0.5 | 42 | 3% | 8% | 14%
COc1cc(O)oc1C=Nc1ccc(Oc2ccccc2)cc1 | -0.1% | -0.2% | 3.0% | 1% | i | 14 | 1.1 | 69 | -11% | 8% | 15%
CC1Cn2c(nc3sc4c(c3c2=O)CC(C)(C)OC4)N1CCO (centres undefined) | 0.4%[50 µM] | -0.1% | -0.1% | 4% | i | 29 | -0.7 | 94 | -8% | 8% | 5%
O=C(NCCCN1CCOCC1)c1onc(CSc2nc3ccccc3[nH]2)c1C(=O)NCCCN1CCOCC1 | 0.4% | 0.1% | 0.3% | -2% | i | 18 | -3.7 | 88 | 2% | 5% | 0%
O=C(NCc1ccccc1)C1CCCN(S(=O)(=O)c2cccc3nonc23)C1 (centres undefined) | 2.0%[50 µM] | -0.7% | 1.7% | -3% | i | 49 | -0.5 | 73 | -3% | 9% | 2%
Cc1ccc([N+](=O)[O-])cc1Nc1nc(N2CCCC2)nc(N2CCCC2)n1 | 0.0% | -0.4% | 6.9% | 4% | i | 9 | 1.4 | 45 | 3% | 14% | 2%
O=C(Cc1c(Cl)cccc1Cl)Nc1ccc(S(=O)(=O)Nc2ncccn2)cc1 | 0.0% | 0.8% | 1.6% | -1% | i | 22 | -0.2 | 45 | 2% | 4% | 11%
CCn1c(Cc2ccccc2)nnc1SCC(=O)Nc1cc(C)on1 | 3.1% | 0.1% | 0.7% | 1% | i | 36 | 2.0 | 56 | -3% | 1% | 0%
N#Cc1cccc(NCC(=O)Nc2cccc(S(=O)(=O)N3CCCCC3)c2)c1 | 0.1%[50 µM] | · | 4.1% | · | i | 39 | 0.7 | 57 | -9% | 6% | ·
Cc1ccc(Oc2ncnc(N)c2[N+](=O)[O-])cc1 | 0.1% | -0.1% | -2.1% | 1% | i | 27 | -0.6 | 74 | -5% | -4% | 12%
O=C(CNC(=O)c1ccc2c(c1)OCCO2)N/N=C/c1ccc([N+](=O)[O-])cc1 | 1.6% | -0.2% | 0.8% | 6% | i | 47 | 0.3 | 40 | 2% | -4% | 5%
Cc1cc(NS(=O)(=O)c2ccc(NC(=O)CCc3ccccc3)cc2)no1 | 0.4% | 0.3% | 0.3% | -1% | i | 23 | -0.6 | 40 | -4% | 13% | -4%
COc1ccc(N2C(=O)NC3CC2(C)Oc2ccc(Cl)cc23)cc1OC (centres undefined) | 0.9% | · | 1.6% | 1% | i | 45 | 1.3 | 46 | -10% | -1% | 6%
O=C(O)c1ccc(-n2nc(-c3ccccc3)c3ccccc3c2=O)cc1 | -0.1% | 1.2% | 1.6% | -5% | i | 21 | -0.2 | 36 | 17% | 1% | 102%
COc1cc(-c2nnc(SCC(=O)c3ccccc3)o2)cc(OC)c1OC | 0.1% | 0.4% | -0.5% | 0% | i | 22 | 1.9 | 46 | -6% | 4% | 1%
CC(c1ccccc1C(O)c1ccccc1)N(C)C (centres undefined) | 0.4% | 1.0% | -1.1% | 6% | i | 44 | -1.1 | 47 | -6% | 4% | 1%
